TCR activator – activates T cell receptor signaling; primary human leukocytes, anti-CD3, IL-2 HTRF, 48 h; 330,000 tested, under 10 active; Potency, µM (highest dose often 9.22 µM), without a hit: top-dose activation of IL-2 secretion, most hits filed as activators; also: % of control where 0% means no effect
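Readout: HTRF IL-2, Eu-cryptate/d2 antibody pair, 320nm excitation, 665nm emission. Stimulus: a-CD3 beads, no co-stimulation. Cells: primary human leukocytes. Exposure: 48 hr with compound.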
ASM inhibitor – inhibitors of human secretory acid sphingomyelinase | placental ASM, HMU-PC fluorogenic substrate, 60 min | 340,000 compounds, 0.006% hits | P17405 | Potency, µM (top dose mostly 57.5 µM), inactives show top-dose activity change, negative = inhibition, actives largely listed as inhibitors; also: potency is read from the fitted curve at half-maximal effect
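Human placenta-derived ASM preincubated with compound 10 min at room temperature, then reacted with 9 uM (final) fluorogenic HMU-PC substrate for 60 min at 37 C. Stop solution raises pH to 10; fluorescence read at Ex 386/Em 447 nm.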
Menin-MLL TR inh – menin-MLL binding inhibition, Texas Red mutant peptide | 270,000 compounds, 0.23% hits | Menin + Texas Red MLL mutant peptide, fluorescence polarization | O00255 | Potency, µM (doses to about 61.6 µM), without a hit: at the top dose FP activity change, negative = inhibition, actives largely listed as inhibitors; active = well fitted inhibition curve with a large enough effect in the polarisation, with a control signal flat, not every such curve was filed as active; inconclusive = small, poorly fitted or top-dose-only effect, or effect the other way, or a change in a side signal; inactive = no such curve, though single readings can be large or run the other way; the % refers to the polarisation; also: potency is read from the fitted curve at half-maximal effect; % of control where 0% means no effect; many of its hits are not listed in these tables
MLL CXXC-DNA inh – blocks binding of human MLL CXXC domain to DNA | Q03164 | MLL-CXXC / FITC-HOXA9 DNA fluorescence polarization | Potency, µM (series often up to 115 µM), inactives show at the top dose activity change, negative = inhibition, usual class: inhibitors | 290,000 compounds, 0.037% hits; active = well fitted inhibition curve with a large enough effect in the polarisation, with a control signal flat, not every such curve was filed as active; inconclusive = small, poorly fitted or top-dose-only effect, or effect the other way, or a change in a side signal; inactive = no such curve, though single readings can be large or run the other way; the % refers to the polarisation; also: potency is read from the fitted curve at half-maximal effect
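Steps: dispense CXXC domain solution (7 uM) → pin compounds or unlabeled HOX-A9 DNA control → 5 min ambient → add FLSN-HOX-A9 solution (50 nM) → spin → 30 min ambient → fluorescence polarization. Tris pH 7.5/NaCl/DTT/BSA buffer.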
TSHR antagonist – blocks TSH signaling through the human TSH receptor; activity change, negative = inhibition, % at 11.5 µM; 330,000 compounds, 0.2% hits; AID 504810; TSHR-expressing cells, TSH-stimulated cAMP HTRF, 2 h; active compounds read low; P16473;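 active = activity change below a set negative limit, meaning inhibition stronger than a set level, cut at about -70% in these data; inconclusive = activity change between two set negative limits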; also: % is scaled to controls: 0 for no effect and ±100 for the full control effect
Target sequence (P16473 whole entry, looked up): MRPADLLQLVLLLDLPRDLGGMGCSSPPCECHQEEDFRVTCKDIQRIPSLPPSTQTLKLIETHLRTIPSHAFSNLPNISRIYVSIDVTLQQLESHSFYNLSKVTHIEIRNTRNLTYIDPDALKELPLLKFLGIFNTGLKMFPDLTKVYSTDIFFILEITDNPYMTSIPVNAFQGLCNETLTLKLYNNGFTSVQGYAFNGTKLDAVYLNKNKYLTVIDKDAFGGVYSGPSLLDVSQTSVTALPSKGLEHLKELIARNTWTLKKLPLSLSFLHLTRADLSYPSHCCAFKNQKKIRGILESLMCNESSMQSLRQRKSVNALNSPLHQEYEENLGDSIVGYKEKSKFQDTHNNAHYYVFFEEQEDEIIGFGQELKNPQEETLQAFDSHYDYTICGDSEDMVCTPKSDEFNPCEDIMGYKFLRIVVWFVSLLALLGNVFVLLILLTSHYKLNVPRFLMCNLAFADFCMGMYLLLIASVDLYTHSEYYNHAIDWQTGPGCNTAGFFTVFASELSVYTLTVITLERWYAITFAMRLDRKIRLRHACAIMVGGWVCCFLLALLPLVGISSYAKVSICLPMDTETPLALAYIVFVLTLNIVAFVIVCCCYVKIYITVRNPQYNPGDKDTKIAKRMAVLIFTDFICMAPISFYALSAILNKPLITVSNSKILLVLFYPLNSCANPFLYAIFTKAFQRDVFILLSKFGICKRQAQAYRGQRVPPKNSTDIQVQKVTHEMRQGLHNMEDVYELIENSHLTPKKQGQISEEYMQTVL
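Inhibition of cAMP made by TSHR-expressing cells under TSH stimulation (4nM final, EC80; 2 h, 37 deg C) is quantified with a one-step lysis HTRF kit, anti-cAMP cryptate versus cAMP-d2.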
a7 integrin act – integrin-mediated muscular dystrophy alleviation activation | alpha7betagal myoblasts, beta-gal FDG fluorescence, 48 h | Potency, µM (series often up to 38.3 µM), for inactives: at the top dose activation, hits mostly activators | 350,000 compounds, 0.064% hits;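 also: potency is read from the fitted curve at half-maximal effect; 100% = response of the positive control SU9516; nearly all actives have a fitted effect of over 60% in size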
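alpha7betagal+/- myoblasts (passage 13, 250/well) treated 48 h at 37C with compounds at 1:260 dilution of DMSO stock. Lysed, then beta-galactosidase activity read as FDG fluorescence (ex 480/em 540) after 30 min, with pre-read for autofluorescence.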
AT treatment – potential ataxia-telangiectasia treatment. Potency, µM (highest dose often 57.5 µM), for inactives: top-dose activation, usual class: activators. 320,000 compounds, 0.19% hits. […] A-T fibroblasts, KAP-1 phosphorylation AlphaLISA; neocarzinostatin DNA damage 30 min before lysis; also: potency is read from the fitted curve at half-maximal effect; % of control where 0% means no effect; nearly all actives have a fitted effect of over 45% in size
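hTERT-immortalized A-T patient fibroblasts ([…]), 500 cells/well in OPTI-MEM, 1% FBS, got compounds for 60 min, then NCS for 30 min at 37C. Lysates were then assayed for phospho-KAP-1 by AlphaLISA (anti-pKAP1 donor, anti-KAP1 acceptor beads), 6 hr at 25C.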
PTAP TSG101 blk – blocks PTAP/TSG101 interaction to inhibit HIV-1 budding; Q99816; Fluorescence polarization, FITC-PTAP peptide / Tsg101 binding; Potency, µM (doses to about 115 µM), for inactives: at the top dose activity change, negative = inhibition, most hits filed as inhibitors; 340,000 tested, under 10 active; AID 493005; active = well fitted inhibition curve with a large enough effect in the main read-out, with a control signal flat, not every such curve was filed as active; inconclusive = small, poorly fitted or top-dose-only effect, or effect the other way, or a change in a side signal; inactive = no such curve, though single readings can be large or run the other way; also: potency is read from the fitted curve at half-maximal effect; % of control where 0% means no effect
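Tsg101 binding domain (10 uM final) was mixed with compound and a FITC-labeled PTAP peptide (50 nM final) in HEPES pH 7.5 buffer with NaCl, Tween 20, EDTA and TCEP; fluorescence polarization was read after 20 min at r.t.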
Mito fusion yeast – mitochondrial division inhibition or fusion activation; Potency, µM (titrated, usually from 46.1 µM), for inactives: top-dose growth rescue (activation), actives largely listed as activators; AID 485298; 320,000 compounds, 0.23% hits; S. cerevisiae fusion-defective mutant growth rescue, CellTiterGlo 48 h;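 also: potency is read from the fitted curve at half-maximal effect; % of control where 0% means no effect; nearly all actives have a fitted effect of over 45% in size; temperature-sensitive fusion mutants such as fzo1-1 at 37 °C on non-fermentable ethanol glycerol medium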
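Read-out: ATP-based luminescence (CellTiterGlo, 10 min ambient) reporting growth of fusion-defective ts yeast after 48 hours at 37C on glycerol/ethanol YPEG medium in the presence of compound.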
MBNL1-CUG inh – inhibitors of human MBNL1 binding to CUG repeat RNA; Q9NR56; TR-FRET MBNL1-His/biotin-(CUG)12 binding, 665/545 ratio; Potency, µM (series often up to 57.5 µM), without a hit: at the highest dose activity change, negative = inhibition, hits mostly inhibitors; 280,000 compounds, 0.036% hits; active = well fitted inhibition curve with a large enough effect in the signal ratio, with a control signal flat, not every such curve was filed as active; inconclusive = small, poorly fitted or top-dose-only effect, or effect the other way, or a change in a side signal; inactive = no such curve, though single readings can be large or run the other way; the % refers to the signal ratio; also: potency is read from the fitted curve at half-maximal effect; % is scaled to controls: 0 for no effect and ±100 for the full control effect
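TR-FRET between His-tagged MBNL1 and biotin-(CUG)12 RNA, detected with Tb anti-His antibody (0.055 ng/ul) and streptavidin-XL665 (5 nM), 60 min at room temperature. Compounds titrated 92 nM to 58 uM; 665/545 nm ratio normalized to buffer and complex controls.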
* marks the source's active call; other numbers are inactive results; ? = inconclusive; / = not tested or not shown; [ ] = another dose, or the depositor's remark. Unless noted, calls follow the shape of the dose curve; as a rule, active = well fitted curve in the direction sought with a large enough effect; inconclusive = small, poorly fitted or top-dose-only effect, or another doubt; inactive = no such curve, though single readings can be large; an effect the other way counts as inactive or inconclusive. Only part of the results is shown. The share of hits here may be higher or lower than overall.

SMILES	TCR activator	ASM inhibitor	Menin-MLL TR inh	MLL CXXC-DNA inh	TSHR antagonist	a7 integrin act	AT treatment	PTAP TSG101 blk	Mito fusion yeast	MBNL1-CUG inh
COc1ccc(CNC(=O)CN2c3ccccc3S(=O)(=O)c3ccccc32)cc1	-2%	2%	19%	-3%	3	-15%	10%	-4%	3%	17%
CN(C)N1C(N)=C(C#N)C(c2ccccc2)C2=C1CCCC2=O (stereo not drawn)	-5%	3%	3%	?	-5	13%	3%	0%	0%	2%
Fc1ccc(OCCn2cnc(Cl)c2Cl)cc1	6%	3%	/	-12%	-1	10%	-15%	-5%	-1%	4%
Cc1csc(=O)n1CCC(=O)OCC(=O)Nc1cc(Cl)ccc1[N+](=O)[O-]	5%	-9%	/	/	53	36%	10%	-2%	3%	/
O=C(N[C@@H]1CCC(=O)N(CC[C@H](Sc2ccc(Br)cc2)c2ccccc2)CC1)OCc1ccccc1	13%	-1%	/	/	75	-11%	6%	0%	12%	/
CCCCCC(=O)NNC(=S)NC(C)=O	3%	-3%	-2%	36%[activator]	8	8%	2%	2%	1%	0%
Cc1cc(C)n2nc(CNS(=O)(=O)c3cccc([N+](=O)[O-])c3)nc2n1	0%	1%	2%	-1%	-3	5%	1%	2%	-3%	?
Cc1ccc(-c2cc(C(=O)N/N=C/c3c[nH]c4ccccc34)n[nH]2)o1	4%[46.1 µM]	-10%	?	8%	7	-31%	-3%	-8%	-25%	10%
CCc1nnc(NC(=O)CSc2nc(C)cs2)s1	3%	4%	?	-2%	8	-25%	13%	-1%	-14%	-2%
Cc1ccc(N(C(=O)Cn2nnc(-c3ccccc3F)n2)C(C(=O)NC2CCCC2)c2ccncc2)cc1 (stereo not drawn)	5%	-2%	-2%	1%	-8	5%	3%	1%	1%	-2%
COc1cccc(CN(C)C(=O)CSc2nc3ccccc3[nH]2)c1OC	0%	3%	-24%	13%	6	?	-4%	1%	-2%	4%
CC(Sc1nnc(-c2ccc(OC(F)F)cc2)o1)C(=O)NCC1CCCO1 (stereo not drawn)	0%	6%	0%	?	-1	-36%	11%	-1%	1%	-3%
C=C1C(C(=O)Nc2ccc(OCC)cc2)C1C(=O)Nc1ccc(OCC)cc1 (stereo not drawn)	-5%	4%	1%	14%	-2	15%	6%	-9%	-7%	0%
CN1C(=O)C(CC(=O)NCCc2ccccc2)N(NC(=O)c2cccc(F)c2)C1=S (stereo not drawn)	3%	-2%	5%	1%	0	11%	-4%	-1%	-8%	-8%
O=C(CN1CCOCC1)Nc1scc(-c2ccccc2)c1C(=O)N1CCOCC1	-80%	0%	0%	-15%	4	-2%	/	0%	5%	-8%
Cc1ccnc(NC(=O)c2ccc(OCC3CCCO3)cc2)c1 (stereo not drawn)	-4%	3%	/	/	-7	13%	-3%	0%	-13%	/
CCOC(=O)C1CCCN(C(=O)c2cc(-c3ccccc3)on2)C1 (stereo not drawn)	0%	0%	-8%	-5%	-14	15%	-13%	-12%	-2%	3%
CN(C(=O)c1cccc(NC(=O)Cc2ccc([N+](=O)[O-])cc2)c1)C1CCC1	-6%	-7%	/	/	-15	1%	2%	/	/	/
CC1CCC(NC(=O)CCN2C(=O)C3CC=CCC3C2=O)CC1 (stereo not drawn)	2%	-1%	/	/	18	-7%	-10%	-11%	/	/
COc1ccc(-n2c(=S)[nH]c3cc(C(=O)Nc4cc(OC)c(OC)c(OC)c4)ccc3c2=O)c(OC)c1	/	-5%	?	5%	-24	-11%	-3%	1%	-7%	/
C=CCn1c(N(C)C)nc2c1c(=O)[nH]c(=O)n2C	1%	4%	/	3%	2	7%	30%	-7%	2%	8%
CCC(C)c1ccc(S(=O)(=O)N2CCN(C(=O)c3ccc(Cl)c(S(=O)(=O)N4CCOCC4)c3)CC2)cc1 (stereo not drawn)	-9%	-8%	/	/	/	-51%[inhibitor]	/	-3%	/	/
COc1ccc(C)cc1NC(=O)NNC(=O)C1CCC(C(C)(C)C)CC1 (stereo not drawn)	3%	-3%	-10%	8%	-9	18%	4%	-2%	1%	-2%
Cc1cccc(C)c1NC(=O)CSc1nnc(NC(=O)CN2CCOCC2)s1	4%	1%	4%	-5%	20	15%	3%	-3%	2%	-3%
CCOC(=O)N1CCN(S(=O)(=O)c2cc(-c3nn4c(C)nnc4c4ccccc34)ccc2C)CC1	3%	-8%	?	1%	-6	-2%	22%	-5%	4%	-9%
The list goes on:
SMILES	TCR activator	ASM inhibitor	Menin-MLL TR inh	MLL CXXC-DNA inh	TSHR antagonist	a7 integrin act	AT treatment	PTAP TSG101 blk	Mito fusion yeast	MBNL1-CUG inh
CN(C)c1ccc(/C=C2\CCCc3c2nc2ccccc2c3C(=O)O)cc1	11%	39%[activator]	/	56%[activator]	-8	-15%	-4%	2%	-1%	?
CCCCOC(=O)C[N+](C)(C)CCOC1CC2CCC1(C)C2(C)C (stereo not drawn)	-8%[46.1 µM]	-1%	-14%	2%	2	-37%[inhibitor]	9%	-3%	-9%	-14%
COc1ccc(N(C(=O)/C=C/c2ccccc2)C2=CC3CCC(C2)N3C)cc1 (stereo not drawn)	4%	-1%	/	35%[activator]	26	-8%	15%	-4%	-5%	7%
COc1ccc(NC(=O)CN2CCN(c3ccc(C)cc3C)CC2)cc1	/	-2%	-22%	-1%	-14	-5%	6%	-1%	7%	-1%
Nc1nc(=S)c2ncn(C3OC(CO)CC3O)c2[nH]1 (stereo not drawn)	-1%	2%	/	/	/	15%	/	-3%	/	/
CCOCC(=O)Nc1nc2ccc(OC)cc2s1	5%	-2%	8%	3%	8	-2%	-14%	2%	0%	-4%
CCOC(=O)c1cnc(N)nc1-c1ccccc1	-5%	2%	/	/	/	-14%	/	0%	/	/
C=CCn1c(SCC(=O)N2CCN(c3ccccc3)CC2)nc2c([nH]c3ccccc32)c1=O	2%	3%	/	22%	-6	0%	7%	-1%	1%	4%
COc1ccccc1CCC(=O)OCC(=O)Nc1cccc(S(=O)(=O)N2CCCCC2)c1	8%	-1%	/	/	28	5%	44%	-3%	6%	/
O=C(CSc1nnc(COc2ccccc2)o1)c1ccccc1	2%	-2%	1%	-1%	-3	31%	2%	-7%	13%	-9%
CCn1c2ccccc2c2cc(NC(=O)COC(=O)C3CCC(=O)N3)ccc21 (stereo not drawn)	0%	-4%	6%	-7%	-3	-15%	13%	-3%	-12%	4%
CN(C)CCNC(=O)c1cccc2nc3cccc(F)c3nc12	5%	-1%	/	/	/	-55%[inhibitor]	/	-2%	/	/
O=C(Cn1cc2c(n1)CCCCC2)Nc1ccc(F)cc1F	/	/	0%	-5%	-6	/	7%	/	0%	?
O=C(OCC(=O)N1CCOCC1)c1cccc(S(=O)(=O)N2CCCc3ccccc32)c1	3%	2%	/	-2%	15	?	23%	-2%	-2%	-4%
Cc1ccc(C2NS(=O)(=O)N=C2N)cc1 (stereo not drawn)	2%	1%	14%	6%	0	9%	-1%	-6%	0%	2%
O=C(CSc1ccccc1)NCCc1ccc(F)cc1	-1%	-1%	-23%	4%	1	18%	6%	-5%	3%	-6%
CN(C)C(=O)/C=C\c1cn(-c2ccccc2)nc1-c1ccc2c(c1)OCCO2	1%	3%	46%[activator]	5%	-4	-19%	1%	-2%	18µM*	10%
Oc1ccccc1N1CCN(c2nnnn2-c2ccccc2)CC1	4%	0%	/	-3%	4	4%	1%	-5%	4%	-5%
CC(=O)Nc1ccc2c(c1)[nH]c(=O)c1ccccc12	2%	0%	/	/	/	2%	/	-1%	/	/
COc1ccc(N2CCC(CNC(=O)Nc3ccc(OC)cc3OC)C2)cc1 (stereo not drawn)	1%	?	-11%	-10%	-10	?	-8%	-11%	-3%	22%
COc1cc2c(cc1NC(=O)C(C)Sc1ccc(C)cc1)oc1ccccc12 (stereo not drawn)	2%	-7%	15%	2%	-9	-24%	2%	0%	1%	-5%
CSc1ncccc1C(=O)N1CCN(S(=O)(=O)c2ccc3c(c2)OCCO3)CC1	/	5%	/	/	/	5%	0%	-4%	/	/
CCOC(=O)C1CCN(C(=O)c2sc3nc(-c4ccccc4)cn3c2C)CC1	-3%	-7%	1%	1%	-9	-20%	/	-5%	-1%	-10%
